Screens as filed in PubChem.
Myeloid diff MLP: induction of myeloid progenitor differentiation, primary screen, cell-based, flow cytometry, MLPCN library; ER-HoxA9 myeloid progenitors, lysozyme-GFP differentiation; calls only at 10 µM; actives 1% (n = 360,000); AID 624256, 2012;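 active means normalized GFP-positive differentiation at or above the plate's own cutoff, the solvent-only control mean plus 3 SD; inconclusive means no clear call, values can overlap the other calls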;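 further: cells exposed to compound for four days before flow analysis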
TNAP activators: human TNAP enzyme activators, primary screen, biochemical, luminescent, no phosphate acceptor, uHTS (AID 1001); purified TNAP, luminescent activation assay, no phosphate acceptor; higher activation fold means a stronger effect; one-dose activation fold at 20 µM; EC50 in µM for titrated hits; actives 0.03% (n = 200,000); in the data active means activation fold from about 3, or a potency from the dose series; inactive means the rest, 99 in 100 with activation fold below about 1.6; further: many of its hits are not listed in these tables
T cell modulator: modulators of CD8 T cell-vesicle binding, primary screen, mouse 2C CD8+ T cells, flow cytometry; 2C CD8+ T cell-vesicle binding; active compounds read low; calls only at 7 µM; actives 0.068% (n = 330,000); AID 2052, 2009;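 active means response, share of CD8 T cells binding vesicles, and their 90th percentile fluorescence all below set limits, cut at about 80% in these data, passing the limit was not always enough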
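Test system: purified 2C TCR transgenic mouse naive CD8+ T cells. Probe or stimulus: QL9-peptide-loaded Drosophila micro-vesicles bearing Ld, ICAM-1 and B7-1. Incubation: binding step 1.5 h, 37 °C, antibody labelling 20 min, ice. Measured by: flow cytometry of vesicle-bound cells.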
Large T inhibition: SV40 large T antigen inhibitors, biochemical (AID 1903). one-dose inhibition, % at 20 µM; IC50 in µM for titrated hits. actives 0.39% (n = 310,000). SV40 large T antigen ATPase/helicase inhibition assay; higher % means a stronger effect; in the data active means a potency from the dose series; inconclusive means inhibition mostly from about 32% at the one dose, without a potency; inactive means the rest, 99 in 100 with inhibition below about 32%; further: strong numbers were not always called active
Rac1 GTP hydrolysis: MgcRacGAP GTPase-activating activity inhibitors, confirmation, biochemical, ADP Hunter fluorescence; AID 624330, 2012; actives 0.6% (n = 340,000); MgcRacGAP-stimulated Rac1 GTP hydrolysis, ADP Hunter fluorescence; higher % means a stronger effect; GST-tagged Rac1 F28L mutant substrate; one-dose inhibition, % at 30 µM; IC50 in µM for titrated hits;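 active means first-screen hits whose inhibition reached a set limit at any dose in the follow-up dose series; inconclusive means inhibition above the set first-screen limit but never retested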;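 further: fluorescence reports GDP produced by GAP-driven GTP hydrolysis; strong numbers were not always called active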
Salmonella PhoP GFP: inhibitors of PhoP regulon expression, primary screen, Salmonella Typhimurium, GFP reporter (AID 1863) | S. Typhimurium PhoP-regulated promoter GFP reporter, 4 h; higher % means a stronger effect | one-dose inhibition, % at 50 µM; IC50 in µM for titrated hits | actives 0.16% (n = 300,000);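 active means inhibition over 29.93%, a cutoff 3 SD above the screen mean, later confirmed by dose response; inconclusive means inhibition over 29.93% but no dose response follow-up; inactive means inhibition at most 29.93% or unconfirmed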;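 further: 0% = low Mg2+ inducing control and 100% = high Mg2+ repressing control; strong numbers were not always called active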
UTI89 phage lysis: inhibition of K1F phage lysis, E. coli UTI89, bacterial capsule biogenesis inhibitors, alamar blue (AID 488966); E. coli UTI89 K1F phage lysis, alamar blue, 2 h; higher % means a stronger effect; inhibition, % at 100 µM; hits with a dose series show IC50 in µM; actives 0.02% (n = 340,000);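 active means phage lysis inhibition, versus mean bacterial control, above a set limit; inconclusive means no clear call, values can overlap the other calls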;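 further: capsule biogenesis inhibitors block K1F phage lysis so surviving cells raise fluorescence; higher fluorescence means more inhibition of phage lysis; actives were called in the ten point dose series up to 300 µM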
NTR1 agonist: agonists of NTR1, primary screen, imaging, U2OS cells, beta-arrestin-GFP, high content (AID 493036); Neurotensin receptor type 1 (Homo sapiens), P30989; NTR1-U2OS beta-arrestin-GFP spot imaging, agonist mode; activation, % at 20 µM; actives 0.17% (n = 330,000);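 active means activation at or above 40% of the spot to cytoplasm intensity ratio, with at least 20 cells analyzed; inconclusive means wells under 20 cells, flagged as cytotoxic or low count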;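 further: 0% = DMSO without peptide and 100% = 100 nM NTR1 peptide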
Target sequence (P30989 whole entry, looked up): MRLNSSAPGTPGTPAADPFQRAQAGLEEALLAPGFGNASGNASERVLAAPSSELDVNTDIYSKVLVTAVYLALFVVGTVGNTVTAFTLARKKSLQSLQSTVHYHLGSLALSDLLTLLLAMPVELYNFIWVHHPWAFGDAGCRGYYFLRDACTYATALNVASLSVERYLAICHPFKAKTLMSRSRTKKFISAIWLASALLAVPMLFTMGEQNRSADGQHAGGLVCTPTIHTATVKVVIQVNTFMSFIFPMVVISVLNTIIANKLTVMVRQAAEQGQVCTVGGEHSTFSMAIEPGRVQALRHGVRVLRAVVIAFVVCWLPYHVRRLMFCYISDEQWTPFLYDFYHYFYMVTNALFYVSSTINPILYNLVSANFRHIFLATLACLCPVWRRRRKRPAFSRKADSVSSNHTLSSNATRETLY
RSV CPE inhibition: RSV antiviral activity via CPE protection, HEp-2 cells, primary 10 µM value included (AID 2391); actives 0.13% (n = 310,000); HEp-2 cells, RSV-induced CPE inhibition; higher % means a stronger effect; one-dose CPE inhibition, % at 10 µM; IC50 in µM for titrated hits; in the data active means a potency from the dose series; inconclusive means CPE inhibition mostly from about 23% at the one dose, without a potency; inactive means the rest, 99 in 100 with CPE inhibition below about 21%; further: strong numbers were not always called active
T cell modulator vesicle-bound %: further read-out of T cell modulator, marked with its call; double positive events, %; measured here: CD8+ vesicle-bound cell fraction;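 binding gate set so that unloaded-vesicle control wells show 10% double positive cells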
NTR1 agonist cell count 20 µM: second read-out of NTR1 agonist, no call of its own (marks repeat the call); cell count; measured here: cell count, cytotoxicity flag
Myeloid diff MLP GFP+ MAC1+ %: further read-out of Myeloid diff MLP, marked with its call; GFP+ MAC1+ double positive, %; measured here: differentiation confirmed by MAC1 staining
Numbers without * were called inactive; i = inactive; ? = inconclusive; nt = no result given; + = active, no number; [ ] = another dose, or the depositor's remark.

SMILES	Myeloid diff MLP	Myeloid diff MLP GFP+ MAC1+ %	TNAP activators	T cell modulator	T cell modulator vesicle-bound %	Large T inhibition	Rac1 GTP hydrolysis	Salmonella PhoP GFP	UTI89 phage lysis	NTR1 agonist	NTR1 agonist cell count 20 µM	RSV CPE inhibition
O=c1cc(-c2ccccc2Cl)oc2c(NS(=O)(=O)c3cccs3)ccc(O)c12	i	1.7	nt	i	28	9%	9%	-2%	2.4%	1.8	85	45%
O=C(NCCCN1CCN(c2cccc(Cl)c2)CC1)c1nc(-c2ccncc2)no1	i	0.5	1.1	i	7	10%	9%	-3%	0.1%	0.6	89	2.5%
Cc1ccc(-c2nnc(N3CCOCC3)c3ccccc23)cc1S(=O)(=O)N(C)C	i	0.2	nt	nt	nt	nt	9%	nt	-0.2%	0.5	75	nt
[O-]/[N+](=C\c1ccccc1)c1ccccc1	i	4.4	nt	i	57	nt	1%	nt	-0.6%	0.3	60	-0.6%
CC(C)c1ccc(NC(=O)C(=O)C2C(=O)Nc3ccccc32)cc1 (stereo not given)	i	0.3	1.1	i	25	2%	8%	-2%	-0.1%	2.2	47	6.2%
COc1cc(S(=O)(=O)N(Cc2ccccn2)Cc2ccccc2Cl)ccc1-n1cnnn1	i	8.9	1	i	26	7%	7%	3%	1.6%	0.3	60	2.2%
CCCOc1ccc(CC(=O)NNC(=S)Nc2ccccc2)cc1Br	i	1.5	1	i	22	19%	5%	6%	3.8%	7.8	84	18%
COc1ccc(C2c3ccsc3CCN2C(=O)NC(C)(C)C)cc1 (stereo not given)	i	0.9	nt	i	26	3%	9%	-6%	0.9%	0.6	52	nt
COC(=O)Cn1c(=O)c2c(nc(Br)n2Cc2ccccc2Cl)n(C)c1=O	i	0.6	1.1	i	58	-4%	6%	-4%	4.5%	3.5	90	3.5%
C/C(CCc1oc2c(Br)cc(Br)cc2c1-c1ccc(C)o1)=N\O	i	11	1	i	5	3%	6%	4%	-2.9%	7.3	52	3.5%
Cc1cc(OCC(=O)Nc2ccccn2)c2c(C)cc(=O)oc2c1	i	1.2	nt	i	30	6%	0%	-3%	0.2%	3.7	48	1.2%
O=S(=O)(c1ccc(Cl)cc1)N1CCC(c2nc3ccccc3[nH]2)CC1	i	1.8	nt	i	49	2%	5%	-5%	-1.2%	0.7	58	4.2%
CCNC(=O)CNC(=O)c1nn(Cc2ccccc2)c(=O)c2ccccc12	i	0.4	nt	i	25	2%	8%	10%	-0.1%	-0.7	53	1.7%
O=C(CN(c1ccccc1Cl)S(=O)(=O)c1ccccc1)N/N=C/c1ccccc1C(=O)O	i	0.2	1	i	31	10%	-3%	2%	-0.2%	0.8	40	1.6%
O=C(O)C1CCCCC1C(=O)NCCCn1ccnc1 (stereo not given)	i	4.5	1	i	44	-15%	11%	16%	-0.4%	-0.7	78	0.1%
COc1cc(/C=N/Nc2nc3ccccc3o2)cc(OC)c1O	i	0.3	1	i	34	8.9µM*	?	-3%	0.3%	0.3	80	-0.4%
CC(C)NC(=O)Cn1nnc(-c2cccc(NC(=O)c3ccccc3F)c2)n1	i	3.7	1.1	i	14	-5%	5%	5%	3.6%	-1.3	55	1.2%
CC(C)CCN(C(=O)c1csnn1)C(C(=O)NC1CCCC1)c1ccc(F)cc1 (stereo not given)	i	0.7	nt	i	41	8%	2%	-5%	0.3%	0.9	48	1.1%
Cc1ccc(OCC(=O)NNC(=O)C2CSC3(C)CCC(=O)N23)cc1 (stereo not given)	i	0.6	nt	i	24	31%	0%	-6%	1.3%[50 µM]	-0.4	63	1.1%
O=C(COC(=O)c1n[nH]c2ccccc12)Nc1ccccc1F	i	0.3	nt	i	12	nt	3%	nt	1.4%	0.9	46	nt
O=C1C2CCC(C(O)C2)N1Cc1ccccc1 (stereo not given)	i	1.1	1.1	i	11	-7%	1%	8%	0.6%	0.1	75	1.5%
Cc1csc(=O)n1CC(=O)OCC(=O)NNC(=O)c1ccc([N+](=O)[O-])cc1	+	2.5*	nt	i	17	1%	4%	7%	0.7%[50 µM]	1.5	51	-1.5%
COCCN(C(=O)CSc1nnc(C)n1Cc1ccccc1)c1c(N)n(CC(C)C)c(=O)[nH]c1=O	i	0.9	1.1	i	46	2%	-1%	5%	-2.2%	-1.2	59	-0.7%
N#Cc1cc2c(=O)n3ccccc3nc2n(CCCn2ccnc2)c1=N	i	8.1	1	i	42	1%	10%	9%	0.5%	0.5	40	-0.6%
COc1ccc(NC(=O)c2ccco2)cc1NC(=O)c1cccnc1	i	6.6	1.1	i	16	6%	8%	-11%	0.3%	-2.3	44	3.1%
O=C(CNC(=O)/C=C/c1ccco1)N=Nc1c(O)[nH]c2ccccc12	i	0.9	nt	i	47	26%	16%	6%	-4.6%	0.7	69	1.9%
CC1CN(C(=O)c2cccc(S(=O)(=O)Nc3ccccc3Cl)c2)CC(C)O1 (stereo not given)	i	1.1	nt	i	20	5%	7%	-5%	0.1%	1.5	62	1.8%
CC(C)NC(=O)NC(=O)COc1ccc(Br)cc1Br	i	0.3	1.1	i	39	6%	-6%	9%	3.1%	1.7	60	8.5%
COc1ccc(Nc2cc(C(=O)NCCCN3CCN(C)CC3)c3ccccc3n2)cc1OC	i	0.2	1	i	55	10%	7%	4%	0.2%	4.0	66	-1.4%
O=C(Nc1ccccc1)c1ccc(N2CCN(c3ccccn3)CC2)c(S(=O)(=O)N2CCOCC2)c1	i	0.6	0.8	i	22	1%	9%	-7%	0.5%	0.3	77	-0.1%
CCN(CC)c1ccc(N=Cc2ccc([N+](=O)[O-])o2)cc1	?	nt	0.6	i	50	7%	26%	7%	-24%	2.1	49	2.3%
COc1cccc(CN(C)CC(=O)NCc2ccccc2Cl)c1OC	i	1.2	1.1	i	22	15%	-3%	-3%	0.5%	1.7	53	1.9%
Cc1oc(-c2ccc(-c3ccccc3)cc2)nc1CN1CCN(CC(=O)N(C)C)CC1	i	0.3	1.1	i	41	nt	6%	nt	-0.1%	-0.3	40	-0.8%
CCOC(=O)/C=c1\s/c(=C\c2ccc3cc(OC)ccc3c2)c(=O)n1CC(=O)NCc1ccc2c(c1)OCO2	i	1.2	1.1	i	50	11%	9%	-30%	-0.7%	12	61	-0.6%
O=C(NCCN1CCNCC1)c1ccccc1O	i	0.4	nt	i	40	18%	nt	nt	nt	0.6	46	0.9%
COc1ccc([C@H]2CC(=O)C=C(c3ccc(-c4ccccc4)cc3)C2)cc1OC	i	0.6	nt	i	20	nt	6%	nt	3.7%	0.9	38	0.3%
CN(C)CCCOC(=O)c1ccccc1	i	2.3	1.2	i	30	15%	8%	3%	-0.5%[50 µM]	-0.7	56	0.6%
Cc1ccccc1NC(=O)c1nc[nH]c1C(=O)NCc1ccccc1	i	1.1	1	i	38	-4%	16%	-2%	-0.7%	23	43	1.5%
Cc1cc(C)cc(OCC(=O)NNC(=O)CN2C(=O)c3ccccc3C2=O)c1	i	0.6	1	i	38	4%	-1%	24%	3.6%	nt	nt	-0.3%
NC(N)=N/N=C/c1ccc(Br)cc1	i	0.3	1.1	i	58	1%	2%	8%	0.7%	-0.9	88	-0.7%
Cc1cccc(NC(=O)Cn2cc([N+](=O)[O-])cn2)n1	i	0.6	1	i	29	6%	5%	3%	0.0%	-1.8	59	9.2%
Cc1ccc(SCCNC(=O)c2ccc(C)c(S(=O)(=O)Nc3cccc(C)c3)c2)cc1	i	3.4	1	i	33	7%	-6%	6%	1.9%[50 µM]	6.4	51	14%
C/C(Cl)=C/CSc1nnc2n(N)c(=O)c3ccccc3n12	i	0.7	1.1	i	54	-3%	3%	0%	2.5%	0.4	86	-0.8%
CC(C)C[C@H](NC(=O)N1CC(=O)Nc2ccccc21)C(=O)N[C@H](Cc1ccccc1)C(=O)O	i	3.4	nt	i	32	6%	-3%	0%	3.2%	2.1	88	4.0%
CCc1cc2cc3c(cc2nc1SCC(=O)Nc1nccs1)OCO3	i	9.1	1	i	29	5%	3%	1%	7.5%	4.9	49	0.3%
Cc1ccc(CC(=O)N2CCOCC2)cc1	i	0.4	1.1	i	35	6%	3%	-7%	5.7%	-2.8	61	1.3%
Cn1c(=O)c2c(-c3cccc(Br)c3)c(C#N)c(N)nc2n(C)c1=O	i	0.1	nt	i	41	11%	7%	-4%	0.1%	2.3	47	3.1%
C[C@H](NC(=O)c1nc[nH]c1C(=O)NCCCCCNC(=O)OC(C)(C)C)c1ccccc1	i	2.4	nt	i	33	nt	13%	nt	0.3%	2.8	51	6.1%
COc1ccc(NC(=O)c2ccc(C)cc2Cl)c([N+](=O)[O-])c1	i	0.6	1.1	i	13	-2%	9%	-2%	1.3%[50 µM]	-0.1	49	9.4%
Cc1ccc(C(=O)Nc2ncc3c(n2)CC(c2ccco2)CC3=O)cc1 (stereo not given)	i	13	1	i	11	4%	1%	-16%	2.9%	-0.1	52	0.5%
(list continues)
SMILES	Myeloid diff MLP	Myeloid diff MLP GFP+ MAC1+ %	TNAP activators	T cell modulator	T cell modulator vesicle-bound %	Large T inhibition	Rac1 GTP hydrolysis	Salmonella PhoP GFP	UTI89 phage lysis	NTR1 agonist	NTR1 agonist cell count 20 µM	RSV CPE inhibition
Cc1sc2nc(CN3CCCC3)nc(N3CCN(S(=O)(=O)c4ccccc4)CC3)c2c1C	i	0.7	nt	i	31	nt	10%	nt	-0.7%	5.7	55	0.9%
O=C(Cn1cnc2ccccc21)Nc1ccc(C(=O)O)cc1	i	4.1	1.1	i	13	-2%	-2%	5%	3.0%	2.2	50	2.3%
Cn1c2ccccc2c2nnc(SCC(=O)NC3CCCC3)nc21	i	0.0	nt	i	29	8%	3%	-4%	0.0%	-2.2	47	4.7%
Cc1c(OCC(F)(F)F)ccnc1CSc1nc2ccccc2[nH]1	i	0.4	1.1	i	28	30%	11%	-11%	-0.3%	0.7	55	3.2%
